rCAG binder = binds r(CAG) RNA repeats; AID 651821; r(CAG) RNA repeat, TO-PRO-1 dye displacement fluorescence; inhibition, % at 3 µM; 370,000 tested, 1.3% active;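 active means inhibition above the plate cutoff, the mean of all test compounds on that plate plus 3 SD, cut at about 35% in these data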;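 further: 0% = DMSO alone and 100% = 100 µM mitoxantrone as full dye displacement; higher means more dye released from RNA so lower well fluorescence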
NPR2 activator = GC-B (human) receptor activation; 370,000 tested, 0.11% active; activation, % at 10 µM; P20594; HEK293-GC-B cells, CNP EC30, cGMP TR-FRET; 0% at EC30 CNP, 100% saturating CNP;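 active means activation at 10 µM reaching about 35% in either raw or pattern-adjusted values, limit read from the data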
ASAP1 inh = blocks human ASAP1-stimulated Arf1 GTP hydrolysis; 360,000 tested, 0.19% active; GDP FP detection; AID 624377; inhibition, % at 16.5 µM; in the data active means inhibition above about 25%;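 further: 0% = vehicle with enzyme and substrate and 100% = no enzyme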
NR1D1 modulator = modulates human Rev-erb alpha binding to DNA; activity, % at 10 µM; AID 1259318; P20393; 370,000 tested, 0.79% active; Rev-erbα–FITC-DNA binding, fluorescence polarization, 90 min;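 active means activity above about 14%, limit read from the data; passing the limit was not always enough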;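 further: 0% = DMSO wells with 35 nM protein and 100% = DMSO wells with 750 nM protein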
ARFGAP1 inh = inhibitors of rat ARFGAP1; Q62848; inhibition, % at 16.5 µM; Arfgap1-stimulated ARF1 GTP hydrolysis, GDP FP detection; 360,000 tested, 0.26% active; AID 651572;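 active means inhibition above a per-plate limit, mean inhibition of low control wells plus 3 SD, cut at about 25% in these data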;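 further: 0% = DMSO wells with enzyme and 100% = wells lacking Arfgap1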
Target sequence (Q62848 1-136 limits assumed): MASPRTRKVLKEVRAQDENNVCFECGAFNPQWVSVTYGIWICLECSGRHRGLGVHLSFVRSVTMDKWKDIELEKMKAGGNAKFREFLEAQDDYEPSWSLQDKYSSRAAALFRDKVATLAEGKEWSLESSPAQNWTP
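Material – truncated rat Arfgap1 GAP domain · Buffer or medium – HEPES-based buffer, pH 7.5 · Reagent – human ARF1(Δ1-17)-GTP substrate · Dosing – 16.5 µM single point, 1.26% DMSO · Schedule – GTP hydrolysis reaction 2 h at 25 °C · Technique – GDP detection by fluorescence polarization · Benchmarks – No-Arfgap1 wells (100%) versus DMSO full-reaction wells (0%) · Repeats – single replicate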
HTRA1 inh = inhibitors of human serine peptidase HTRA1; recombinant HTRA1, FP-rhodamine activity-based probe, fluorescence polarization; inhibition, % at 5.96 µM; 340,000 tested, 0.5% active; AID 504803; in the data active means inhibition above about 36%;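 further: 0% = enzyme with DMSO and 100% = wells lacking enzyme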
Target sequence (Q92743 whole entry, looked up): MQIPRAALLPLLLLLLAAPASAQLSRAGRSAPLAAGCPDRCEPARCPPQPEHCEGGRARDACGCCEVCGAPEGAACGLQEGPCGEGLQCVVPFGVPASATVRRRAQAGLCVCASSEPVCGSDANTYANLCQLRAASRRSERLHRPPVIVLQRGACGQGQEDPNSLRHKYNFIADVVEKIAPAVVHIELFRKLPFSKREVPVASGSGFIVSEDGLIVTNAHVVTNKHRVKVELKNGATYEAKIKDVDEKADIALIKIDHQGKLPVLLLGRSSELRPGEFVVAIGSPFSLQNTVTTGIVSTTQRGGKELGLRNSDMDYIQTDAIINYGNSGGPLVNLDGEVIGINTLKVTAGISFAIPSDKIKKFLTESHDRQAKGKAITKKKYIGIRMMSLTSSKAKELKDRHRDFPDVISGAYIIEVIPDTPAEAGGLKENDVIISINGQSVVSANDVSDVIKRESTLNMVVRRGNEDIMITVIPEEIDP
GC-A act = GC-A (human) enzyme activation | P16066 | HEK293 GC-A cells, cGMP TR-FRET, EC30 ANP; 0% at EC30 ANP, 100% saturating ANP | activation, % at 10 µM | 370,000 tested, 0.14% active; in the data active means activation above about 40%
SMARCA2 act = activators of SMARCA2 function; MG213 cells, MMTV-luciferase reporter, dexamethasone, overnight; 370,000 tested, 1% active; AID 652017; activation, % at 9.1 µM; in the data active means activation above about 7.8%;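 further: 0% = vehicle wells and 100% = reference activator wells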
PG9 binder = PG9 antibody binding by small molecule; 360,000 tested, 0.43% active; inhibition, % at 6.7 µM; TR-FRET gp120-PG9 antibody binding; AID 624416; in the data active means inhibition above about 8.5%
mABHD4 FP = inhibitors of mouse ABHD4. purified mABHD4, FP-Rh probe fluorescence polarization. inhibition, % at 8.92 µM. 370,000 tested, 0.54% active. AID 720543;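 active means inhibition exceeding the mean over every tested compound plus 3 SD, cut at about 30% in these data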;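 further: 0% = plate median of compound wells and 100% = S159A mutant with DMSO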
Target sequence (Q8VD66 whole entry, looked up): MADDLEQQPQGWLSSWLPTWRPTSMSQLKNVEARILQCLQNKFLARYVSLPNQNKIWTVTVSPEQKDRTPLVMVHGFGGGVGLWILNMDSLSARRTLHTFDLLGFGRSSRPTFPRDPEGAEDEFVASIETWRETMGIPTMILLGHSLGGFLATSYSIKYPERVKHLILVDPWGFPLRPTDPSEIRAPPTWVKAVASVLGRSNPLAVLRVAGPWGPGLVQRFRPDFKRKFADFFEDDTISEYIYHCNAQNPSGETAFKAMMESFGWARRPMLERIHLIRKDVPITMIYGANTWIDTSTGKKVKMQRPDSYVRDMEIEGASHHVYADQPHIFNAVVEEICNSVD
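Test system: mouse ABHD4 enzyme, wild type. Reagent: FP-Rh fluorescent activity-based probe, added after compound pre-incubation. Timing: pre-incubation 45 min, probe exposure 60 min, at 25 °C. Technique: FP readout, ex 525 nm / em 598 nm. Benchmarks: high control S159A mutant with DMSO, low control median of compound wells.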
The depositor's hits bear a star; . = no result given. This is a random part of the collection; about 4.4% have a hit in one of these screens.

SMILES	rCAG binder	NPR2 activator	ASAP1 inh	NR1D1 modulator	ARFGAP1 inh	HTRA1 inh	GC-A act	SMARCA2 act	PG9 binder	mABHD4 FP
O=C(c1cc2ccccc2o1)N1CCN(c2cccc(Cl)c2)CC1	-1	12	0	-3	12	1	-6	0	-2.5	-1
COc1ccc(CCNC(=O)c2cc(S(=O)(=O)N3CCCCC3)c[nH]2)cc1OC	3	-5	2	5	-1	9	0	-1	-3.3	4
Cc1cc(OCC(=O)c2cccc(C(F)(F)F)c2)n2cnnc2n1	-5	-2	5	1	0	4	1	-1	0.2	-5
C[C@@H]1CN(S(=O)(=O)C(C)(C)C)[C@@H](CCO)/C1=C\c1ccccc1	2	4	5	8	-1	0	-1	-6	-2.0	-4
COc1ccc(COCC(O)CN2CCN(S(=O)(=O)c3ccc(C(C)C)cc3)CC2)cc1 (configuration not stated)	-1	-6	-4	2	-1	-4	1	-3	-0.7	10
Cc1nc2sccn2c1-c1csc(NCc2ccccc2)n1	8	-3	6	-1	10	-2	4	-4	-2.5	6
Cn1c(NC(=O)c2cc(Cl)ccc2Cl)cc(=O)n(C)c1=O	3	5	3	-4	-1	-3	-2	-4	3.3	6
COCCn1c(=O)[nH]c2cc(C(=O)NCc3ccccc3)ccc2c1=O	0	-4	6	1	-4	4	-2	-1	1.0	-2
COCCCNc1ccn2nc(-c3ccc(Cl)cc3)cc2n1	2	-6	7	8	5	.	14	-1	-1.5	-8
COc1cc(C2C(C(=O)c3ccc(C)o3)=C(O)C(=O)N2CCN2CCOCC2)ccc1OCCC(C)C (configuration not stated)	10	10	12	2	3	1	2	-1	12*	5
c1ccc(COc2ncnc3c2ncn3CCCNCc2ccc3c(c2)OCO3)cc1	2	-12	-6	-5	0	2	-9	-4	0.0	-2
CCOC(=O)C(C)N1C(=O)S/C(=C/c2cc(C)n(-c3ccccn3)c2C)C1=O (configuration not stated)	-5	-2	-13	3	2	-6	-1	-1	1.5	-4
O=C1C2ON(c3ccccc3)C(c3ccncc3)C2C(=O)N1c1ccc(Br)cc1 (configuration not stated)	7	3	4	1	-15	-3	2	1	1.2	-2
CCOC(=O)c1sc(=NC(=O)c2ccc(OC)c(OC)c2)n(C)c1C	-2	-2	-12	22	-9	8	2	2	-1.4	-2
COc1cc(-n2nnnc2SC)c(OC)cc1Cl	-1	4	1	-1	-4	-7	0	-4	1.5	-4
COc1ccc(CCNC(=O)c2cc3sc(Cl)cc3n2C)cc1OC	-1	-12	4	-2	12	-4	3	0	1.0	-3
CCOc1ccc(-n2cnnn2)cc1S(=O)(=O)NCCc1ccc(OC)c(OC)c1	0	1	-3	-2	-4	2	1	-1	-0.4	-2
O=C(N1CCN(c2ccccn2)CC1)C(Cl)(Cl)Cl	2	3	3	-1	7	-4	4	-2	-0.1	-3
Cc1cc([N+](=O)[O-])ccc1N1C(=O)c2ccc(C(=O)Nc3ccccc3C(=O)O)cc2C1=O	23	-7	3	-3	-7	-2	-2	-3	-0.1	-3
Cn1nnnc1SCCNCc1ccccc1OCc1ccc(F)cc1	2	1	-9	3	10	6	4	-1	-3.9	-3
CCc1cccc(CC)c1NC(=O)COC(=O)c1ccc(F)c(S(=O)(=O)N(CC)CC)c1	-4	4	-4	-3	6	6	1	-1	-1.8	-6
CCC(Nc1ccc(OC)cc1)C(=O)N/N=C/c1ccc([N+](=O)[O-])cc1 (configuration not stated)	-1	-5	1	-4	-2	5	-7	-2	0.4	3
Cc1cccc(C(=O)Nc2ccc(C(=O)N3CCCCC3C)cc2)c1 (configuration not stated)	-8	11	9	-1	7	-26	-6	0	-2.2	4
Cc1c(Cl)cccc1NC(=O)CN1CCC(C(O)(c2ccccc2)c2ccccc2)CC1	3	-5	-8	2	-11	-60	-5	2	1.5	-10
CCOc1ccc(-c2c(C(=O)N/N=C/c3ccco3)nnn2-c2nonc2N)cc1	6	1	3	4	6	-6	1	-2	-1.4	-2
COc1cccc(N(Cc2nnc3n2CCCCC3)C(=O)Nc2ccccc2F)c1	-7	2	9	14	-1	7	0	-2	-1.6	4
Cc1ccc(S(=O)(=O)N2CCOCC2)cc1C(=O)Nc1cccc(C(=O)NC2CC2)c1	5	1	-5	15	5	5	4	-1	-1.1	0
CCOC(=O)C(NS(=O)(=O)c1ccccc1)(C(F)(F)F)P(=O)(OC(C)C)OC(C)C (configuration not stated)	4	2	-7	4	-9	2	2	3	0.3	1
Cn1c(=O)c2cc(NC(=S)NC3CCCCC3)ccc2n1-c1ccccc1	4	8	-1	6	-4	.	6	0	-1.4	1
CC(C)NC(=O)N1Cc2cc(C(=O)NC3CCC3)nc(-c3cccc(-c4cncnc4)c3)c2[C@H]1CCO	1	0	8	-2	7	.	1	2	-1.1	7
COc1ccc(Cc2nnc(SCC(=O)N3CCCC3)o2)cc1	-2	7	3	4	4	6	-4	0	-0.5	-3
Cc1csc(=NC(=O)c2ccccc2)n1Cc1ccco1	-8	1	-7	-2	18	-7	3	-1	-0.5	-7
Cc1cc(C(=O)OCC(=O)NC2CCCC2)c2ccccc2n1	-3	0	12	1	1	-8	-3	0	-0.2	1
COc1cccc(C(=O)N2CCN(C(=O)C3CCCO3)CC2)c1 (configuration not stated)	-2	5	10	6	4	-5	3	1	-1.2	-2
O=C(NCCc1ccccn1)c1ccc(OC2CCN(Cc3ccccn3)CC2)cc1	-12	0	1	1	15	0	1	-3	-1.1	-20
COc1ccc(NC(=O)/C(C#N)=C\c2ccc(N3CCOCC3)o2)cc1	-101	-6	0	65*	-4	6	-3	3	-20	-6
CC(C)CC(C(=O)Nc1oc(-c2ccco2)c(-c2ccco2)c1C#N)N1C(=O)c2ccccc2C1=O (configuration not stated)	78*	-5	14	-1	-6	-3	-9	-1	0.9	22
O=C(Oc1cccc([N+](=O)[O-])c1)C1CCN(C(=O)c2ccc(F)cc2)CC1	-4	2	-11	0	2	1	0	-1	0.8	3
COc1ccc(OC)c(C2Nc3ccccc3NC3=C2C(=O)CC(C)(C)C3)c1 (configuration not stated)	-2	-3	-2	0	1	-5	-5	-1	-0.3	7
CC1=C(C(=O)N2CCOCC2)CC(CC(=O)NCc2cccc3ccccc23)C(=O)N1CCCN1CCCC1=O (configuration not stated)	1	2	1	0	-2	1	5	-2	-0.4	3
COc1ccc(CCNC(=O)c2ccc(C)s2)cc1OC	-4	-2	-3	-2	-5	-2	-2	-1	0.7	-6
COc1ccc(CNC(=O)C(C)Sc2ccc(C)cc2)cc1 (configuration not stated)	-3	-2	2	-7	2	1	-4	-1	-1.3	-2
CC(=O)N1CCN(C(=O)c2ccc(NS(=O)(=O)c3cc(C)ccc3C)cc2)CC1	0	-2	-3	0	6	-1	3	0	1.2	2
O=C(NC(=S)Nc1ccc(NC(=O)c2cccs2)cc1)c1ccco1	2	-3	-3	-6	-11	-17	0	0	-2.1	-18
CCCC(C)C(=O)NC1CCCCN(C)C1=O (configuration not stated)	3	-1	0	-11	6	.	1	-2	0.3	-5
CC(Sc1nnc(-c2ccccc2)c(-c2ccccc2)n1)C(=O)N1CCc2ccccc21 (configuration not stated)	6	6	4	1	6	-11	-2	-2	-0.1	-1
CCN1CCc2c(sc(NC(=O)C3CCCCC3)c2C(=O)OC)C1	-3	13	3	-3	-3	-7	-2	-3	-1.5	6
COc1ccccc1-c1cc(-c2ccccc2)nc(SCC(=O)O)c1C#N	47*	-5	-3	-1	-5	-12	2	1	-1.5	2
NC(=O)c1ncn([C@@H]2O[C@H](C(=O)N[C@H](Cc3c[nH]c4ccccc34)C(=O)N3CCN(CC(=O)N4CCCC4)CC3)[C@@H](O)[C@H]2O)n1	0	-9	-5	4	-2	.	1	-1	-1.5	-2
O=C(CN1CCOCC1)OCCCC1CCCCC1	0	3	-8	2	0	-1	-1	-2	-0.4	-2

Complete entries from above. Order of values: rCAG binder, NPR2 activator, ASAP1 inh, NR1D1 modulator, ARFGAP1 inh, HTRA1 inh, GC-A act, SMARCA2 act, PG9 binder, mABHD4 FP
`O=C(CN1CCOCC1)OCCCC1CCCCC1` in the list: 0, 3, -8, 2, 0, -1, -1, -2, -0.4, -2
`CCCC(C)C(=O)NC1CCCCN(C)C1=O` (configuration not stated) in the list: 3, -1, 0, -11, 6, ., 1, -2, 0.3, -5
`CC(=O)N1CCN(C(=O)c2ccc(NS(=O)(=O)c3cc(C)ccc3C)cc2)CC1` in the list: 0, -2, -3, 0, 6, -1, 3, 0, 1.2, 2
`O=C(NC(=S)Nc1ccc(NC(=O)c2cccs2)cc1)c1ccco1` in the list: 2, -3, -3, -6, -11, -17, 0, 0, -2.1, -18
`COc1ccc(CCNC(=O)c2ccc(C)s2)cc1OC` in the list: -4, -2, -3, -2, -5, -2, -2, -1, 0.7, -6

Next section.
SMILES	rCAG binder	NPR2 activator	ASAP1 inh	NR1D1 modulator	ARFGAP1 inh	HTRA1 inh	GC-A act	SMARCA2 act	PG9 binder	mABHD4 FP
O=c1c2ccccc2nnn1COc1ccc(F)cc1Cl	-1	2	11	-1	-11	-4	-1	1	-0.2	-3
Cc1cc(C)c2oc(=O)cc(CN3CCOCC3)c2c1	-5	3	-2	1	-6	4	3	0	-0.1	-1
COc1nnc(-c2ccc(N3CCCCC3)c(N)c2)c2ccccc12	-5	3	-13	-2	-10	4	2	-2	-1.6	11
CCOC(=O)c1sc2nc(C)n(CC(=O)NCC3CCCO3)c(=O)c2c1C (configuration not stated)	1	-8	-7	-2	10	-3	-1	5	1.3	2
CN(C(=O)c1ccc(NC(=O)Cc2cccc(NC(=O)C3CCCN(C(=O)C4CCC4)C3)c2)cc1)C1CCCC1 (configuration not stated)	2	-2	10	10	7	-11	-1	-2	-0.7	2
C=CCn1c(=S)[nH]c2sccc2c1=O	5	3	1	-2	-5	1	2	-1	1.2	-4
COC(=O)c1sccc1NC(=O)COc1ccc(F)cc1Cl	0	-2	7	0	6	-8	5	1	0.5	-3
O=c1[nH]c2ccc(Br)cc2o1	0	-1	4	8	4	0	4	-3	1.3	3
CCOc1ccc(C2C(C(=O)c3ccco3)=C(O)C(=O)N2CCN2CCOCC2)cc1 (configuration not stated)	3	2	-9	1	5	2	1	4	-1.2	6
Cc1cccc(N2CCN(C(=O)Cn3c(=O)[nH]c4ccsc4c3=O)CC2C)c1 (configuration not stated)	-2	8	7	6	-5	4	0	-2	-0.7	0
CCCCC(=O)OCC(=O)Nc1cccc(S(=O)(=O)NC2=NCCCCC2)c1	-7	0	-1	-4	-9	3	3	-2	-0.9	2
CCOc1ccc(NC(=O)NC2CCCCCCC2)cc1	-6	3	-6	-2	-3	-5	0	1	0.4	6
CC(=O)N1CCN(c2ccc(NC(=O)c3ccc(Cl)c(Cl)c3)cc2)CC1	-2	-1	-2	0	4	8	8	-1	0.2	-10
COc1cccc(COc2nc3c(c(=O)n(C)c(=O)n3C)n2C)c1	-3	2	-11	-2	-2	5	6	0	1.8	-4
CCCSc1nc2c(cnn2-c2ccc(C)cc2)c(=O)[nH]1	6	3	11	0	2	-9	6	2	2.5	-3

Compound activity (PubChem BioAssay)
